B2AR arrestin: beta2AR (human) beta-arrestin recruitment activity | P07550 | beta-arrestin recruitment to beta2AR, cell-based reporter | Potency, µM (titrated, usually from 46.1 µM), for the others: at the top dose activation, actives largely listed as activators | 330,000 compounds, 0.02% hits | AID 492947;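 also: potency is read from the fitted curve at half-maximal effect; 0% = DMSO controls and full agonism = EC100 isoproterenol or metaproterenol; nearly all actives have a fitted effect of over 65% in size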
Giardia killer: Giardia lamblia killing | 340,000 compounds, 0.15% hits | Giardia lamblia trophozoite viability | activity change, % at 7.66 µM, hits read low; in the data active = activity change below about -80%; inconclusive = between about -30% and that limit;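 also: parasites exposed to compound for two days anaerobically before the ATP read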
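Trophozoite viability was measured as ATP-dependent luminescence, read 15-30 min after reagent addition. Before that, parasites at 100 cells/well were exposed to compounds for 48 h, anaerobically, at 37 deg C.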
GALK inh: inhibitors of human galactokinase; Potency, µM (highest dose often 57.5 µM), for the others: top-dose activity change, negative = inhibition, hits mostly inhibitors; Purified GALK, Kinase-Glo residual ATP luminescence; 270,000 compounds, 0.007% hits; AID 1868; P51570; also: potency is read from the fitted curve at half-maximal effect
Target sequence (P51570 whole entry, looked up): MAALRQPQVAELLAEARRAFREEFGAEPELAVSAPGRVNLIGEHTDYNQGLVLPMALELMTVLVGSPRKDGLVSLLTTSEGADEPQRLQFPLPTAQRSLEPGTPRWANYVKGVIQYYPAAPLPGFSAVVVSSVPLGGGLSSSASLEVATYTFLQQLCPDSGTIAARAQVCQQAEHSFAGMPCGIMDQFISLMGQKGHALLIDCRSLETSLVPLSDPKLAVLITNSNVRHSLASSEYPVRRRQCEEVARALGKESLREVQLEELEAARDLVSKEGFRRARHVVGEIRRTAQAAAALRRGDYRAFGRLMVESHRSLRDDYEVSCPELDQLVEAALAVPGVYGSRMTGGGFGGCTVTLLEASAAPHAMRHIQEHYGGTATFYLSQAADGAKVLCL
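GALK at 5 nM final was combined with compound, 35 uM ATP and 100 uM galactose in HEPES pH8.0 with MgCl2 and DTT. The reaction ran one hour at room temperature before luminescent ATP detection.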
hERG WT inh: blocks the wildtype human KCNH2 potassium channel; 340,000 compounds, 0.37% hits; AID 720551; activity change, % at 1.84 µM; U2OS, BacMam KCNH2, thallium flux FluxOr; active compounds read low;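 active = maximum activity change below -70%; inconclusive = maximum activity change between -70% and -50%; inactive = maximum activity change above -50%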
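U2OS cells were transduced with wild-type KCNH2 virus (2.03 x 10^8 / mL) for 4 h at room temperature, then cultured overnight at 37 C. Thallium flux was read with FluxOr dye. Rate constants were normalized to DMSO controls.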
Coupling enz: inhibits coupling enzyme system, counter-screen for aldolase hits | 290,000 compounds, 0.67% hits | activity change, negative = inhibition, % at 58.2 µM, hits read low | coupling enzyme system counterscreen, AmpLite Red fluorescence; in the data active = activity change below about -30%
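Activity here indicates interference with the coupling reaction, not aldolase inhibition. Compounds at 57.5 uM final met coupling enzymes for 10 min at RT; substrate and AmpLite Red detection followed, with a 525/598 nm fluorescence read after 20 min.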
BCR signal inh: inhibitors of chronic active B-cell receptor signaling; AID 493014; Potency, µM (doses to about 46.1 µM), for the others: top-dose ratio change, negative = lower green/red ratio, usual class: inhibitors; ABC-DLBCL IkBa-CBG/CBR reporter, luminescence ratio, 4 h; 340,000 compounds, 0.05% hits; active = well fitted inhibition curve with a large enough effect in the signal ratio, with a control signal flat, not every such curve was filed as active; inconclusive = small, poorly fitted or top-dose-only effect, or effect the other way, or a change in a side signal; the % refers to the signal ratio;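 also: potency is read from the fitted curve at half-maximal effect; plate controls were basal doxycycline-induced cells for no effect and cells given 10 µM MG132 for full effect; MG132 reads +100%, hits lower the ratio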
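TMD8 ABC-DLBCL cells carrying doxycycline-inducible green luciferase fused to IkappaBalpha plus unfused red luciferase were exposed to compounds (up to 46 uM) for 4 hrs at 37C. Activity came from the overlap-corrected green/red luminescence ratio.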
Eya2 inh: Eya2 (human) phosphatase inhibition; 330,000 compounds, 0.006% hits; Potency, µM (series often up to 76.9 µM), for inactives: at the highest dose activity, negative = inhibition, actives largely listed as inhibitors; AID 488837; recombinant Eya2, OMFP fluorescence dephosphorylation (OMFP is methylfluorescein phosphate); also: potency is read from the fitted curve at half-maximal effect
Target sequence (O00167 whole entry, looked up): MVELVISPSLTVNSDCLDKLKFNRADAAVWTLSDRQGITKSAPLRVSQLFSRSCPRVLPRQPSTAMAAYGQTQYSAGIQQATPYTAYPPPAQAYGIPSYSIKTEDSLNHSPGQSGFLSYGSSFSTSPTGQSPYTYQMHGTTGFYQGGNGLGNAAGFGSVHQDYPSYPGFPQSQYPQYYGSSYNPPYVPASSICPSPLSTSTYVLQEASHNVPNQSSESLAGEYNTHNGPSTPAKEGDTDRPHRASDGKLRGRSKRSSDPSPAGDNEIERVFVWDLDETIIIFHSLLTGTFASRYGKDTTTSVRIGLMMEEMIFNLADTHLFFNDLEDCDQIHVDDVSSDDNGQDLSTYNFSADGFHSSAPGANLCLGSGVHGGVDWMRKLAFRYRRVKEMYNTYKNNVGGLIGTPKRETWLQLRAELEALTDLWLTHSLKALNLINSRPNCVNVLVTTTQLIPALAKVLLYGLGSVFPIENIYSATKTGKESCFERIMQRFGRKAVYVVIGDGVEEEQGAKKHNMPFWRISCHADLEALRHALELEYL
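Eya2 protein (added as 0.2 uM solution) was preincubated with compound for 10 min at ambient temperature in 50 mM HEPES pH 7.5, 50 mM NaCl, 5 uM MgCl2, 0.05% BSA, 1 mM DTT. OMFP (added at 50 uM) then reacted 10 min; fluorescence read at 485/525 nm.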
PKM2 activator: activators of human pyruvate kinase M2 | purified PKM2, Kinase-Glo ATP luminescence, activation; response scale: 0% is enzyme alone, no compound | P14618 | AID 1631 | Potency, µM (titrated, usually from 57.5 µM), without a hit: top-dose activation, hits mostly activators | 260,000 compounds, 0.34% hits; also: potency is read from the fitted curve at half-maximal effect; nearly all actives have a fitted effect of over 55% in size
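Purified hPK-M2 (>95%) run at intermediate activity with 0.1 mM ADP and 0.5 mM PEP in 50 mM imidazole pH 7.2, KCl, MgCl2; 1 h room temperature. ATP formed read by Kinase-Glo luminescence; normalized to uninhibited and no-enzyme controls.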
KCNH2 3.1 block: KCNH2 3.1 (human) potassium channel inhibition. U2OS KCNH2 3.1, thallium flux FluxOr; active compounds read low. AID 720553. activity change, % (tested at about 1.8 µM). 340,000 compounds, 0.95% hits;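 active = maximum activity change below -70%; inconclusive = maximum activity change from -70% to -50%; inactive = maximum activity change above -50%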;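 also: thallium influx rate constant from kinetic fluorescence after stimulation buffer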
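We transduce U2OS cells with the mutant 3.1 virus, culture them overnight, load FluxOr with Red40 quencher for 45 min, then add stimulation buffer and read kinetically for 2 min to derive a normalized rate constant.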
uPA surface inh: cell surface uPA generation inhibition. 330,000 compounds, 0.31% hits. AID 540303. cell surface uPA generation assay, qHTS. Potency, µM (doses to about 38.3 µM), for the others: at the highest dose activity change, negative = inhibition, hits mostly inhibitors; active = well fitted inhibition curve with a large enough effect; inconclusive = small, poorly fitted or top-dose-only effect; inactive = no such curve, though single readings can be large or run the other way; tested in mouse RAW 264.7 cells; also: potency is read from the fitted curve at half-maximal effect; nearly all actives have a fitted effect of over 55% in size
USP2a inh: USP2a (human) protease inhibition. 330,000 compounds, 0.01% hits. O75604. USP2 core, Ub-CHOP2 coupled fluorogenic reporter, 485/531. Potency, µM (highest dose often 38.3 µM), inactives show top-dose activity change, negative = inhibition, most hits filed as inhibitors. AID 463254;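 also: potency is read from the fitted curve at half-maximal effect; plate controls were DMSO wells for no effect and full inhibition by NEM control for full effect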
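Cell-free coupled assay: 10nM USP2 core preincubated 30min RT with compound in Tris-HCl pH 8.0/CaCl2/CHAPS buffer, then 25nM Ub-CHOP2 and 25nM reporter substrate; fluorescence (Ex 485/Em 531) read after 60min RT, normalized to NEM inhibition, concentration-response curves fitted.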
The depositor's hits bear a star; ? = inconclusive; . = not tested or not shown; [ ] = dose if it differs, or a comment. Unless noted, calls follow the shape of the dose curve; as a rule, active = well fitted curve in the direction sought with a large enough effect; inconclusive = small, poorly fitted or top-dose-only effect, or another doubt; inactive = no such curve, though single readings can be large; an effect the other way counts as inactive or inconclusive. Unless noted, % is scaled to controls: 0 for no effect and ±100 for the full control effect.

SMILES	B2AR arrestin	Giardia killer	GALK inh	hERG WT inh	Coupling enz	BCR signal inh	Eya2 inh	PKM2 activator	KCNH2 3.1 block	uPA surface inh	USP2a inh
Cc1ccc(NC(=O)NC(=O)CN2C(=O)NC3(CCc4ccccc43)C2=O)c(C)c1 (stereo unspecified)	-0.1%	18.5	-2.6%	-5.6	-3.4	?	-11.1%	9.8%	0.4	2.3%	-2.0%
O=C(COC(=O)c1ccc([N+](=O)[O-])o1)NCCc1ccccc1	-2.4%	29.1	.	-22.9	.	-9.4%	2.6%	.	8.3	-3.5%	4.5%
COC(=O)C(CC(=O)Nc1cc(C)ccc1C)Nc1ccccc1OC (stereo unspecified)	-0.6%	-14.1	-0.6%	-8.6	-1.3	2.9%	6.5%	1.4%	-34.9	-0.5%	0.2%
COc1ccc(Cn2nnnc2C(c2ccccc2OC)N2CCC(C(N)=O)CC2)cc1 (stereo unspecified)	0.1%	5.7	-0.6%	-1.6	0.2	-5.6%	9.7%	-4.0%	-23.1	-1.9%	0.6%
Nc1ccccc1SC1CC(=O)N(c2ccc3c(c2)OCCO3)C1=O (stereo unspecified)	-0.3%	-5.7	0.0%	-4.5	0.0	-8.6%	2.7%	3.8%	1.9	2.9%	0.9%
O=C(Cc1ccc(-n2cccc2)cc1)NC1CCCCC1	0.1%	-0.7	2.8%	-21.1	-1.5	10.1%	-4.7%	-0.8%	-4.7	-5.2%	1.3%
Cc1ccc(-n2nnnc2CNC(=O)c2ccc(Br)o2)cc1C	-0.5%	-13.3	-4.9%	-0.7	-0.3	-2.3%	7.3%	.	15.9	2.6%	-1.8%
COc1ccccc1OCC(=O)NCc1nc(-c2ccccc2)no1	-0.2%	-14.6	0.2%	-3.2	-2.5	-17.0%	6.2%	6.3%	-2.0	3.7%	1.2%
Cc1cccc(NC(=O)CN2C(=S)NC(C)(C)CC2C)c1C (stereo unspecified)	-0.7%	0.6	1.7%	23.2	2.4	4.7%	-1.0%	-7.5%	4.7	5.6%	-0.2%
O=c1nc2n(c3c1oc1ccccc13)Cc1ccccc1-2	0.1%	.	6.3%	.	0.2	?	9.9%	-5.2%	.	.	2.2%
CSC1=N/C(=C\c2ccc(C)cc2)C(=O)S1	0.3%	-7.0	-1.6%	4.0	0.8	7.8%	5.2%	-0.1%	-13.4	-0.7%	-1.0%
CCN(CC(=O)Nc1ccc(N2CCOCC2)cc1)C(=O)c1ccc(C(F)(F)F)cc1	0.2%	-10.9	1.0%	6.4	2.8	5.7%	-20.9%	1.6%	1.6	-2.7%	2.5%
Cn1cccc1-c1cc(C(=O)N/N=C/c2cc(Br)ccc2O)[nH]n1	-0.4%	13.0	3.4%	-16.3	-0.2	-13.0%	-3.8%	1.0%	4.9	-9.2%	-5.8%
Nc1nc(SCn2nnc3ccccc3c2=O)n[nH]1	-0.1%	3.9	-0.4%	-19.4	-0.3	3.1%	7.3%	3.8%	-2.8	-4.8%	0.0%
NC(=O)[C@@H]1CCCN1Cc1c(C(=O)N2CCN(C3CCCCC3)CC2)nc2ccccn12	0.1%	-21.2	-3.1%	3.6	.	2.0%	-1.1%	-6.0%	.	1.8%	2.8%
CCC(c1nnnn1Cc1ccco1)N1CCC(C(N)=O)CC1 (stereo unspecified)	0.1%	9.2	2.7%	-4.1	2.8	-0.2%	10.2%	-3.6%	.	0.7%	-1.6%
COc1cccc(C2c3[nH]c4ccccc4c3CCN2Cc2cccc(C)n2)c1 (stereo unspecified)	0.1%	0.7	-2.0%	-9.6	-1.8	2.1%	0.8%	2.6%	-16.3	0.0%	0.3%
CN(CC(=O)Nc1cccc(F)c1)C(=O)CNC(=O)Cc1cccc2ccccc12	0.2%	-0.5	.	2.6	.	?	-19.4%	.	6.7	1.5%	-0.3%
Cc1ccc(C)c(S(=O)(=O)N2CCN(C(=O)Cc3ccccc3)CC2)c1	-0.1%	14.3	.	-0.8	.	-2.7%	-4.0%	.	-3.2	-3.1%	-10.8%
COc1ccc(NC(=O)CN(C)C(=O)CNC(=O)C2CCCCC2)cc1	-0.8%	-15.1	6.8%	-6.2	.	?	9.3%	-5.9%	.	-2.3%	-0.3%
CC1(C)C2CC=C(/C=N/NC(=O)c3ccc(O)cc3)C1C2 (stereo unspecified)	-0.5%	16.1	-0.3%	-4.1	1.7	?	-8.2%	-1.9%	-10.1	3.0%	1.6%
COc1ccc(-c2cc(C(F)F)n3ncc(C(=O)N4CCN(C)CC4)c3n2)cc1	0.0%	7.4	0.7%	5.5	0.2	?	1.8%	-7.0%	1.8	-8.6%	1.3%
O=C(CCC(=O)Nc1ccccc1Cl)N/N=C/c1ccccc1	-0.9%	-9.1	3.0%	-20.1	-47.0*	0.0%	-1.1%	2.5%	-1.0	-2.3%	3.4%
O=C(O)c1ccc(NS(=O)(=O)c2ccc(NC(=O)c3ccccc3Cl)cc2)cc1	0.5%	-14.2	7.3%	4.8	4.6	9.1%	-11.4%	-1.9%[11.5 µM]	15.5	-10.0%	1.2%
Cc1cc(=O)n2[nH]cc(C(=O)O)c2n1	-1.2%	10.3	0.7%	-5.2	0.3	10.1%	-3.8%	-0.8%	18.1	5.9%	-0.4%
CCOC(=O)NC(=O)CN1C(=O)NC(C)(c2ccccc2)C1=O (stereo unspecified)	0.5%	4.7	2.4%	5.3	0.4	?	-7.4%	-9.1%	3.7	10.1%	-0.8%
Cn1c(Cn2c(=O)sc3ccccc32)nnc1SCC(=O)Nc1cccc(F)c1	0.2%	0.0	-0.2%	-0.4	0.8	3.6%	-10.6%	-0.7%	-1.7	-0.5%	-0.5%
COc1ccc(NC(=O)/C=C/c2cc(Br)ccc2OC)cc1	0.3%	-4.1	1.6%	-12.7	-2.3	-14.5%	?	0.7%	-15.4	0.9%	-0.3%
O=C(NCC1CCCO1)c1cc(C(=O)c2ccc(Cl)cc2Cl)c[nH]1 (stereo unspecified)	0.1%	6.9	-1.0%	2.1	-0.8	?	8.4%	-0.3%	-17.5	-6.7%	-1.3%
Cn1nccc1C(=O)N1CCCC(C(=O)c2cccc3ccccc23)C1 (stereo unspecified)	0.2%	14.2	6.8%	8.8	-2.6	?	3.2%	1.0%	.	-8.9%	2.5%
CC1c2c([nH]c3ccccc23)CCC1C(=O)O (stereo unspecified)	-0.9%	1.6	1.3%	2.5	0.9	?	1.7%	1.8%	-14.7	1.8%	-1.3%
CC1CCN(CCc2nc3cc(NC(=O)COc4ccc([N+](=O)[O-])cc4)ccc3n2C)CC1	0.2%	-1.8	7.0%	0.7	.	?	3.8%	.	?	-5.6%	0.8%
COC(C[C@H](O)CC(=O)[C@H](C)OCc1ccccc1)OC	0.7%	-6.7	-0.7%	1.8	3.1	0.3%	9.4%	-3.0%	-18.2	0.8%	-1.8%
COC(=O)Cc1c(C)nc2nc(-c3ccco3)[nH]n2c1=O	-1.2%	-1.6	-1.3%	1.7	-2.7	?	2.8%	-21.8%	0.7	6.5%	-0.3%
CCN(CC)CCCNC(=O)c1ccc(S(=O)(=O)Nc2ccc(C)c(C)c2)cc1	0.4%	6.8	.	-6.4	.	5.4%	5.3%	.	11.3	-0.1%	0.1%
CC(C)c1ccc(OCCCN2CCCC2)cc1	0.2%	-13.6	1.8%	.	-0.1	6.3%	6.4%	.	-29.7	-0.5%	4.1%
CCC(=O)Nc1c2c(nn1-c1ccc(OC)cc1)CS(=O)C2 (stereo unspecified)	0.0%	-5.2	1.8%	-1.0	-0.4	11.7%	-4.5%	2.3%	-17.8	10.9%	2.7%
CCC(C)(C)NC(=O)CN(C(=O)C(=O)Nc1ccc2c(c1)OCCO2)C1CC1	0.0%	-3.5	1.8%	2.1	0.8	-1.1%	2.2%	11.5%	3.0	0.4%	-0.5%
COc1ccc(CNC(=S)Nc2cc(OC)ccc2OC)cc1	-0.6%	-13.2	2.4%	-16.3	0.3	-0.5%	-3.8%	-2.3%	16.9	-1.7%	1.7%
Cc1ccnc(NC(=O)c2ccc([N+](=O)[O-])o2)c1	0.1%	?	1.4%	5.8	-2.9	2.9%	-8.3%	3.2%	4.9	-10.6%	2.7%

Bioassay records as filed in PubChem BioAssay.
